# Screening data deposited in PubChem BioAssay by several laboratories.
# West Nile antiviral: West Nile virus antiviral activity, cell-based, CPE readout (AID 1621) | West Nile virus-infected cells, CPE inhibition; higher % means a stronger effect | one-dose CPE inhibition, % at 10 µM; IC50 in µM for titrated hits | 0.02% of 290,000 active; in the data active = a potency from the dose series; inconclusive = CPE inhibition mostly from about 3.7% at the one dose, without a potency; inactive = the rest, 99 in 100 with CPE inhibition below about 2.2%; note: strong numbers were not always called active
# T cell modulator: modulators of CD8 T cell-vesicle binding, primary screen, mouse 2C CD8+ T cells, flow cytometry. 2C CD8+ T cell-vesicle binding; stronger effect = lower value. calls only at 7 µM. 0.068% of 330,000 active. AID 2052, 2009;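 active = response, share of CD8 T cells binding vesicles, and their 90th percentile fluorescence all below set limits, cut at about 80% in these data, passing the limit was not always enough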
#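 Also added: QL9-peptide-loaded Drosophila micro-vesicles bearing Ld, ICAM-1 and B7-1; Test system: purified 2C TCR transgenic mouse naive CD8+ T cells; Measured by: cytometric PE anti-B7-1 and Alexa647 anti-CD8 signals after 1% paraformaldehyde fixation; Timing: binding step 1.5 h, 37 °C, antibody labelling 20 min, ice.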
# Salmonella PhoP GFP: inhibitors of PhoP regulon expression, primary screen, Salmonella Typhimurium, GFP reporter (AID 1863). S. Typhimurium PhoP-regulated promoter GFP reporter, 4 h; higher % means a stronger effect. inhibition, % at 50 µM; hits with a dose series show IC50 in µM. 0.16% of 300,000 active;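 active = inhibition over 29.93%, a cutoff 3 SD above the screen mean, later confirmed by dose response; inconclusive = inhibition over 29.93% but no dose response follow-up; inactive = inhibition at most 29.93% or unconfirmed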;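 note: 0% = low Mg2+ inducing control and 100% = high Mg2+ repressing control; strong numbers were not always called active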
# GPR35 antagonists: GPR35 antagonists blocking zaprinast-driven arrestin recruitment, primary screen, imaging, U2OS, beta-arrestin-GFP, zaprinast agonist (AID 2058); 0.052% of 290,000 active; one-dose inhibition, % at 10 µM; IC50 in µM for titrated hits; U2OS GPR35 beta-arrestin-GFP translocation imaging, zaprinast antagonism; higher % means a stronger effect;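 active = inhibition of at least 50% with at least 30 cells and total cytoplasm GFP at most 10,000,000; inconclusive = under 30 cells or total GFP of 10,000,000 plus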
# KOR beta-arrestin-1: KOR agonists, beta-arrestin recruitment, primary screen, cell-based, luminescence, uHTS (AID 1777) | Kappa-type opioid receptor (Homo sapiens) | KOR beta-arrestin recruitment, luminescence; higher % means a stronger effect | activation, % at 10 µM, or EC50 in µM where a hit was titrated | 0.02% of 280,000 active; in the data active = activation above about 50%, passing the limit was not always enough; note: a part of the inactive calls stands beside numbers as strong as those of hits
# GPR55 beta-arrestin: GPR55 agonists via beta-arrestin recruitment, primary screen, imaging, U2OS cells, beta-arrestin-GFP redistribution (AID 1961); G-protein coupled receptor 55 (Homo sapiens); U2OS GPR55 beta-arrestin-GFP redistribution imaging; higher % means a stronger effect; activation, % at 10 µM; hits with a dose series show EC50 in µM; 0.048% of 290,000 active;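 active = activation above 40% with more than 50 cells counted in the well; inconclusive = wells holding fewer than 50 cells, flagged as toxic or sparse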;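 note: U2OS osteosarcoma cells stably expressing GPR55 and beta-arrestin-GFP; plate controls were DMSO negative control for no effect and LPI positive control for full effect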
# KOR beta-arrestin-2: KOR antagonists, beta-arrestin recruitment, cell-based, luminescence, uHTS (AID 1778); one-dose inhibition, % at 10 µM; IC50 in µM for titrated hits; Kappa-type opioid receptor (Homo sapiens); KOR beta-arrestin recruitment, luminescence, antagonist mode; higher % means a stronger effect; 0.091% of 290,000 active; in the data active = inhibition above about 50%; note: strong numbers were not always called active
# NTR1 ag: agonists of NTR1, primary screen, imaging, U2OS cells, beta-arrestin-GFP, high content (AID 493036) | Neurotensin receptor type 1 (Homo sapiens), P30989 | 0.17% of 330,000 active | NTR1-U2OS beta-arrestin-GFP spot imaging, agonist mode | activation, % at 20 µM;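 active = activation at or above 40% of the spot to cytoplasm intensity ratio, with at least 20 cells analyzed; inconclusive = wells under 20 cells, flagged as cytotoxic or low count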;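 note: 0% = DMSO without peptide and 100% = 100 nM NTR1 peptide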
# Target sequence (P30989 whole entry, looked up): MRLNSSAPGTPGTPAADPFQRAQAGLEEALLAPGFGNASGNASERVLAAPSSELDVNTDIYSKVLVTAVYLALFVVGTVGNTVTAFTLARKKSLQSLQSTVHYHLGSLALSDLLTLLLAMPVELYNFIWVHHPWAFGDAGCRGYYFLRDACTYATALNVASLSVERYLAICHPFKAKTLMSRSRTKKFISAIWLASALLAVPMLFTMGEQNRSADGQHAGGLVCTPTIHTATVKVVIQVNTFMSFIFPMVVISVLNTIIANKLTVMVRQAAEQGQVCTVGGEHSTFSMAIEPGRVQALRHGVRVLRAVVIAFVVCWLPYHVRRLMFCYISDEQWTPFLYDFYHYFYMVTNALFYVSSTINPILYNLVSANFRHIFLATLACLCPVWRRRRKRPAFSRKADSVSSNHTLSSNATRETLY
# GPR55 LPI antagonism: GPR55 antagonists blocking LPI-driven arrestin recruitment, primary screen, imaging, U2OS, beta-arrestin-GFP, LPI agonist (AID 2013); G-protein coupled receptor 55 (Homo sapiens); U2OS GPR55 beta-arrestin-GFP translocation imaging, LPI antagonism; higher % means a stronger effect; inhibition, % at 10 µM; hits with a dose series show IC50 in µM; 0.13% of 290,000 active;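 active = spots per cell inhibited over 60%, with over 100 cells counted and total cytoplasm intensity under 500,000; inconclusive = wells with under 100 cells, flagged as likely toxic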;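 note: U2OS cells stably carrying GPR55 and arrestin-GFP stimulated by 5 µM LPI near EC80; imaged beta-arrestin-GFP aggregate spots per cell after agonist stimulation; plate controls were LPI-stimulated DMSO wells for no effect and DMSO wells without LPI for full effect; some results filed as inactive read as strong as hits; confirmed hits need IC50 under 10 µM and bright autofluorescent wells are also inconclusive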
# T cell modulator vesicle-bound %: recorded beside T cell modulator, whose call it bears; double positive events, %; measured here: CD8+ vesicle-bound cell fraction;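 binding gate set so that unloaded-vesicle control wells show 10% double positive cells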
# NTR1 ag cell count 20 µM: recorded beside NTR1 ag, whose call it bears; cell count; measured here: cell count, cytotoxicity flag
# The depositor's hits bear a star; i = inactive; ? = inconclusive; / = no result given; [ ] = remark or other dose.
# Screens in order – T cell modulator vesicle-bound %	West Nile antiviral	T cell modulator	KOR beta-arrestin-2	GPR55 LPI antagonism	Salmonella PhoP GFP	KOR beta-arrestin-1	NTR1 ag cell count 20 µM	NTR1 ag	GPR55 beta-arrestin	GPR35 antagonists
CC(=O)N1c2ccc(S(=O)(=O)N3CCC(C(=O)N4CCCCC4)CC3)cc2CC1C (stereo unspecified)
    12	-0.8%	i	-46%	10%	-3%	-1.1%	65	-0.9	-0.2%	11%
O=C(NCc1nc2ccccc2[nH]1)C1=C[C@@H](C2CCCCC2)C[C@@H](OCCCCO)O1
    48	0.5%	i	8%	6%	-1%	-0.7%	53	1.6	0.0%	4%
CCC1CCCCN1S(=O)(=O)c1ccc(S(=O)(=O)N2CCN(S(=O)(=O)CC)CC2)cc1 (stereo unspecified)
    52	-0.3%	i	-32%	-5%	-1%	-0.7%	64	-1.5	-0.2%	18%
CCCCn1c(/N=C/c2c[nH]c3ccccc23)nc2ccccc21
    48	0.0%	i	-26%	0%	40%	1.0%	42	22	-0.1%	-3%
CN(C)S(=O)(=O)c1ccc(Cl)c(NC(=O)COC(=O)C2CSC3(C)CCC(=O)N23)c1 (stereo unspecified)
    8	0.7%	i	9%	-5%	-11%	-2.2%	50	2.5	-0.3%	24%
Fc1ccc(-n2nnc(-c3ccccc3Br)n2)cc1
    49	-1.2%	i	-4%	-7%	4%	-3.0%	60	4.4	0.9%	1%
COc1ccc(-c2noc(-c3ccccc3F)n2)cc1
    26	0.1%	i	-6%	1%	10%	2.6%	67	-0.5	-0.2%	-5%
COC(=O)C1CCN(C(=O)c2oc3c(Cl)cc(C)cc3c2C)CC1
    13	0.1%	i	-12%	6%	0%	7.7%	58	1.6	-0.1%	15%
COc1ccc(-c2cc(C(=O)N3CCN(C(=O)c4ccccc4F)CC3)[nH]n2)cc1
    12	0.8%	i	-9%	7%	-13%	0.4%	51	-0.2	0.1%	-5%
O=C(/N=C1\NC(=O)C(F)(C(F)(F)F)S1)NC1CCCCC1 (stereo unspecified)
    34	-0.1%	i	32%	18%	-15%	1.0%	46	0.4	-0.2%	0%
CCC(C)[C@H](NC(=O)NCc1ccc(Cl)cc1)C(=O)O (stereo partly specified)
    31	1.4%	i	8%	0%	-4%	1.0%	38	-0.3	-0.1%	-1%
Cn1cccc1C(=O)OCc1cc(Cl)cc2c1OCOC2
    26	-0.6%	i	22%	6%	10%	-3.4%	34	-3.2	0.2%	7%
Cc1ccc(NC(=O)c2cccc(Oc3ccc([N+](=O)[O-])cc3)c2)c(C(=O)O)c1
    21	-0.5%	i	3%	4%	-9%	0.7%	63	2.5	-0.2%	20%
N#C/C(=N\Nc1cccc(C(F)(F)F)c1)C(=O)c1ccsc1
    44	-1.1%	i	-62%	5%	6%	5.5%	45	5.2	0.1%	2%
CCCCNC(=O)C1CCN(S(=O)(=O)c2c(C)noc2/C=C\c2ccc(OC)cc2)CC1
    31	1.0%	i	-19%	3%	-7%	44%	89	0.3	-0.2%	10%
C=CCn1c(SC(C)C(=O)NCc2ccc3c(c2)OCO3)nnc1C1CCCCC1 (stereo unspecified)
    28	-0.9%	i	-37%	0%	-3%	2.7%	62	-1.1	0.9%	3%
COc1cc(/C=N/NC(=O)c2ccc(COc3ccccc3Cl)o2)cc(Br)c1O
    54	-0.4%	i	22%	-3%	11%	9.3%	46	0.3	-0.4%	4%
CCOC(=O)c1c(C)[nH]c(/C(C)=N/O)c1C
    38	0.0%	i	1%	3%	-3%	-2.9%	70	0.4	-0.2%	-19%
CC1=NN(c2ccccc2)C(=O)C1C(=O)c1cc([N+](=O)[O-])cc([N+](=O)[O-])c1 (stereo unspecified)
    48	-0.4%	i	-4%	5%	8%	-8.5%	71	2.5	-0.3%	-2%
CCC1=Nc2cc(C(=O)NCCN3CCOCC3)ccc2Sc2ccc(Br)cc21
    35	-0.3%	i	13%	-15%	11%	-6.3%	61	1.6	1.0%	9%
CC(=O)OC1C([N+]2(C)CCCCC2)C[C@H]2C3CC[C@H]4C[C@H](OC(C)=O)C([N+]5(C)CCCCC5)CC4(C)[C@H]3CCC12C (stereo partly specified)
    23	0.1%	i	/	/	2%	/	65	1.4	/	/
N#CC1(c2ccccc2)CCCN1C(=O)c1ccccc1Cl (stereo unspecified)
    22	?	i	6%	3%	1%	-6.5%	51	-1.7	0.0%	-8%
Cc1nn(C)c(C)c1CN(C)C(=O)c1cc2nc(-c3ccco3)cc(C(F)(F)F)n2n1
    29	-0.3%	i	24%	-7%	7%	0.1%	52	0.9	-0.2%	-1%
Cc1ccc(NS(=O)(=O)c2ccc(Br)s2)cc1S(=O)(=O)N1CCOCC1
    14	0.4%	i	-14%	-6%	-10%	1.5%	44	1.1	-0.1%	-5%
O=C(NC1CCCCC1)C(c1cccs1)N(C(=O)C(F)(F)F)c1ccccc1 (stereo unspecified)
    28	-0.9%	i	-33%	20%	3%	3.0%	69	3.5	-0.1%	8%
Cc1cc(NC(=O)Cn2nc([N+](=O)[O-])c(Br)c2C)no1
    56	-0.5%	i	-4%[20 µM]	14%	3%	-6.5%	71	-1.0	0.2%	10%
CCOC(=O)N1CCC2(CC1)C(C#N)=C(N)Oc1n[nH]c(C)c12
    55	0.2%	i	-19%	-5%	7%	-0.4%	51	-0.3	-0.1%	1%
O=C(CNc1n[nH]c(=O)[nH]c1=O)N/N=C/C1CC=CCC1 (stereo unspecified)
    24	0.0%	i	7%	-5%	1%	3.0%	52	1.1	-0.2%	10%
CCCCC(=O)Nc1nc2ccc(C(=O)OC)cc2s1
    48	-0.2%	i	0%	1%	5%	-7.5%	76	0.1	0.0%	10%
O=C(NCc1ccco1)c1cccn2c(=O)c3cc4ccccc4cc3nc12
    /	/	/	-59%	13%	-4%	3.5%	/	/	0.0%	3%
COc1c2ccoc2c(OC[C@@H](O)C(C)(C)OC)c2oc(=O)ccc12
    24	0.1%	i	24%	6%	-5%	-1.9%	42	3.2	-0.1%	4%
COc1ccc(C)cc1NC(=O)CSc1ccc(-c2ccccn2)nn1
    3	?	i	0%	13%	1%	-1.1%	62	2.0	0.0%	3%
Cc1[nH]c(C)c(C(=O)O)c1CNC1CCCCC1C (stereo unspecified)
    /	0.4%	/	12%	4%	9%	5.0%	/	/	0.2%	-4%
O=C(NCc1ccco1)C1CCN(c2nnc(-n3cccc3)s2)CC1
    23	0.1%	i	-79%	-8%	-5%	0.3%	94	-1.8	-0.3%	12%
COc1cc(S(=O)(=O)n2ccc(C)n2)c(OC)cc1Cl
    29	-0.1%	i	12%	0%	-4%	-4.3%	38	-0.1	-0.1%	-2%
CSCC[C@H](NC(=O)c1ccc(Br)o1)c1nnc2ccccn12
    16	0.4%	i	10%	-2%	-10%	-6.2%	58	1.3	0.5%	8%
CCOC(=O)C1=C(C)N=C2SC(C)C(=O)N2C1c1ccc(C(=O)OC)cc1 (stereo unspecified)
    43	0.4%	i	15%	11%	1%	1.1%	68	0.2	0.0%	-7%
CN(Cc1ccccc1Cl)C(=O)c1cc2ccccc2o1
    17	-0.7%	i	8%	-2%	-3%	-4.7%	47	1.0	-0.3%	-4%
COc1ccc(Cl)cc1NC(=O)CNCC(c1ccccc1)N(C)C (stereo unspecified)
    50	-0.6%	i	22%	12%	0%	-6.0%	55	-0.9	0.5%	27%
N=c1sccn1CC(=O)Nc1ccccc1-c1ccccc1
    38	-0.3%	i	-58%	-2%	10%	1.5%	35	-0.7	-0.3%	15%
O=C(C1CCCN(S(=O)(=O)c2cccnc2)C1)N1CCn2c1nc1ccccc12 (stereo unspecified)
    42	-0.2%	i	/	2%	8%	/	65	-1.9	-0.1%	-8%
Cc1nc2ccccc2n1CC(=O)OCC(=O)NC1CC1
    8	1.2%	i	7%	7%	-2%	-1.1%	57	-0.8	1.5%	-11%
COc1ccccc1-c1nc(SCC(=O)N2CCOCC2)n[nH]1
    14	1.2%	i	-1%	9%	-3%	-2.0%	51	2.2	-0.2%	4%
O=C(/C=C/c1cccs1)NC(=S)Nc1ccc(C(=O)O)cc1
    18	0.4%	i	1%	2%	0%	1.4%	50	-0.9	-0.2%	13%
Cc1ccc(-c2nc3cnccn3c2Nc2ccc3c(c2)OCCO3)o1
    46	-0.1%	i	28%	-9%	6%	-2.0%	91	-1.0	0.2%	7%
COc1ccccc1-c1cnn2c(NCCc3ccccc3)cc(C)nc12
    45	-0.6%	i	-3%	-8%	7%	-8.3%	68	12	-0.1%	0%
Cn1c(=O)c(=O)n(C)c2cc(S(=O)(=O)CCC(=O)N3CCCCC3)ccc21
    39	1.1%	i	1%[20 µM]	5%	/	3.6%	38	1.5	0.6%	-3%
O=C(O)c1ccc(N=C2SCC(=O)N2Cc2ccccc2)cc1
    42	1.4%	i	-9%	10%	-4%	3.3%	56	-0.3	0.5%	6%
O=C(NCc1ccc(F)cc1)C(Cc1ccccc1)n1cccc1 (stereo unspecified)
    33	-0.5%	i	-4%	7%	-3%	13%	50	-0.1	0.1%	-5%
CN(C)CCCOc1nn(Cc2ccccc2)c2ccccc12
    18	-0.6%	i	-3%[20 µM]	1%	9%	-2.7%	72	-0.6	-0.1%	9%
O=C(Nc1ccc(N2CCCC2)c(Cl)c1)c1ccc([N+](=O)[O-])o1
    /	2.1%	/	14%	5%	-3%	-0.4%	/	/	-0.3%	4%
